# Mdm2 MdmX PPI: inhibitors of human Mdm2-MdmX association, primary screen, cell-based, luminescence, split luciferase, SaOS-2, uHTS. Protein Mdm4 (Homo sapiens) + E3 ubiquitin-protein ligase Mdm2 (Homo sapiens), …. SaOS-2 split-luciferase Mdm2/MdmX complementation. inhibition, % at 8 µM. 3% of 330,000 active. AID 485346, 2010;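 active = inhibition of at least 50% at 8 µM in the primary screen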
# Target sequence (O15151 whole entry, looked up): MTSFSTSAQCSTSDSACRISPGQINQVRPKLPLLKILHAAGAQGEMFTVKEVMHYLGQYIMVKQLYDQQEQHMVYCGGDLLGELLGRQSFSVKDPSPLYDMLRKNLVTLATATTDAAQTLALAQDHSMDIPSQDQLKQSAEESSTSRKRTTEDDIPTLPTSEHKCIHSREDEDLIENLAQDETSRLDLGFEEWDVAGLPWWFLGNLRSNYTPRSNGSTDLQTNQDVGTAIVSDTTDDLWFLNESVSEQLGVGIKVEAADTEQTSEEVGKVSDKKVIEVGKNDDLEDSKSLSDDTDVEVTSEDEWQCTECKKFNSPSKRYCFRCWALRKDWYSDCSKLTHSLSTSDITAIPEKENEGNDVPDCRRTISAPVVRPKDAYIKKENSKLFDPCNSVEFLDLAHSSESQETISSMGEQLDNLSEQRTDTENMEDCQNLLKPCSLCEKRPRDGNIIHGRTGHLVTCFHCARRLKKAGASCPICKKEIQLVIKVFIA
# Target sequence (Q00987 whole entry, looked up): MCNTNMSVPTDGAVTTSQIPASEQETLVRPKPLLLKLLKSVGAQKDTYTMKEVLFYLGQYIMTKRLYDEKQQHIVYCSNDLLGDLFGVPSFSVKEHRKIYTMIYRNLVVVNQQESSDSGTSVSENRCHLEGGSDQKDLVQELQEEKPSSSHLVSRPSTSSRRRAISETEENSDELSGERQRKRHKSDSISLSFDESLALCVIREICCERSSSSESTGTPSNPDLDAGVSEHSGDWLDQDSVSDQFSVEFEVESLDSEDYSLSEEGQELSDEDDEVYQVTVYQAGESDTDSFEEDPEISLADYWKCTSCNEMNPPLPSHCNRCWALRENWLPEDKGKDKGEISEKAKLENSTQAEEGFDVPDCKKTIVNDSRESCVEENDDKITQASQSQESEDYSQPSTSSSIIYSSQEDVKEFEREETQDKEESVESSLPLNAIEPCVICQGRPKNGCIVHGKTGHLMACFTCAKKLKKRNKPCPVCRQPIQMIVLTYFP
# tim10-1 inh: growth inhibitors of tim10-1 mutant yeast, primary screen, luminescence, uHTS | S. cerevisiae tim10-1 ts strain growth, BacTiter-Glo, 24 h | inhibition, % at 20 µM | 2.2% of 330,000 active | AID 463190, 2010;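 active = inhibition of at least 40%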;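 also: mutant grown at 25 °C; 0% = DMSO wells with yeast and 100% = wells holding no yeast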
# TIM10 inh: growth inhibitors of isogenic TIM10 control yeast, primary screen, counter-screen for tim10-1 yeast inhibitor project, luminescence, uHTS; S. cerevisiae TIM10 strain growth, BacTiter-Glo luminescence, 24 h; inhibition, % at 10 µM; 1.4% of 330,000 active; AID 463195, 2010;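 active = inhibition of 40% or more at the single tested concentration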;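 also: wild-type TIM10 isogenic control strain grown at permissive 25 °C; 0% = DMSO yeast wells and 100% = minimal medium wells without yeast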
# UPR XBP1 act: activators of adaptive XBP1 UPR arm, primary screen, cell-based, CHO-XBP1 luciferase reporter, luminescence, uHTS; IRE1-XBP1 UPR activation; percent of tunicamycin response, DMSO as zero; 0.33% of 330,000 active; AID 463104, 2010; activation, % at 20 µM;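 active = versus positive control, 20 µM dose yields 30% or more activation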;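 also: 100% = tunicamycin at 10 µg/mL and 0% = DMSO only wells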
#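 incubation = overnight seeding at 37 °C, 6 h compound treatment at 37 °C | assay system = CHO-XBP1 cells stably carrying IRE1-XBP1-driven luciferase reporter | input = 1000 cells per well | detection = luciferase luminescence | dosing = single point, 20 µM final compound, 1% DMSO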
# APJ antag: antagonists of human apelin receptor APJ, primary screen, CHO-K1 cells, beta-arrestin complementation, luminescence | P35414 | inhibition, % at 20 µM | 0.32% of 330,000 active | AID 2521, 2010;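 active = inhibition above about 40% at 20 µM, limit read from the data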;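 also: cells challenged with 10 nM apelin-13 agonist together with compound; plate controls were apelin-13 plus DMSO wells for no effect and DMSO wells lacking apelin-13 for full effect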
# CXCR6 inh: CXCR6 receptor inhibitors, primary screen, cell-based, beta-arrestin, luminescence, CHO-K1 PathHunter, 1536-well; inhibition, % at 20 µM; 0.36% of 360,000 active; in the data active = inhibition above about 34%, passing the limit was not always enough;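 also: antagonist mode with CXCL16 agonist at 10 nM final; 0% = 10 nM CXCL16 with DMSO and 100% = unstimulated wells without agonist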
# UPR CHOP act: activators of apoptotic CHOP UPR arm, primary screen, cell-based, CHO-CHOP luciferase reporter, luminescence, uHTS | AID 449763, 2010 | 0.34% of 330,000 active | UPR activation; percent of tunicamycin response over DMSO baseline | activation, % at 10 µM;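 active = at 10 µM dose, activation of 40% or more, normalized to positive control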;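 also: 100% = tunicamycin at 10 µg/mL and 0% = DMSO alone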
#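 Dosing – one dose, 10 µM in 0.5% DMSO · System – CHO-CHOP cells, stable luciferase reporter of PERK-eIF2a-CHOP signalling · Input – 500 cells/well · Control set – tunicamycin 10 µg/mL final as positive, DMSO-only wells as negative · Timing – 6 h compound treatment, 37 °C · Measure – % activation vs tunicamycin · Technique – luminescence read with Steady-Glo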
# tim23-1 inh: growth inhibitors of tim23-1 mutant yeast, primary screen, luminescence, uHTS; inhibition, % at 20 µM; S. cerevisiae tim23-1 growth, BacTiter-Glo luminescence, 24 h; 1.3% of 330,000 active;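 active = growth inhibition of the mutant yeast at or above 50%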;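 also: temperature-sensitive mutant grown at 25 °C; plate controls were DMSO-treated mutant yeast for no effect and medium wells lacking yeast for full effect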
# APJ agonist: agonists of human apelin receptor APJ, primary screen, CHO-K1 cells, PathHunter beta-arrestin, luminescence; P35414; 0% DMSO wells, 100% apelin; activation, % at 20 µM; 0.11% of 330,000 active; AID 2520, 2010;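 active = activation more than six SD over the plate average, tested at 20 µM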;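 also: 0% = DMSO alone and 100% = apelin-13 at 10 nM; some results filed as inactive read as strong as hits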
#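 Test system – PathHunter CHO-K1 APJ (AGTRL-1) beta-arrestin reporter cells · Input – 1000 cells/well · Compound – single test compound dose, 20 µM final, 1% DMSO · Times – compound stimulation 90 min at 25 °C, detection 60 min · Technique – beta-gal luminescence · Read-out basis – APJ–arrestin association signal · Control set – negative DMSO alone, positive Apelin-13 at 10 nM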
# * hit, by the source's call; & = joins results of further samples.
SMILES,Mdm2 MdmX PPI,tim10-1 inh,TIM10 inh,UPR XBP1 act,APJ antag,CXCR6 inh,UPR CHOP act,tim23-1 inh,APJ agonist
COC(=O)c1ccc(Cn2nnc3ccccc3c2=O)o1,1,17,16,-5,21,-1,-2.0,13,0
COC(=O)C1=C(C)NC(=O)NC1c1ccc(-c2ccc(F)cc2)o1 (stereo not drawn),20,-3,20,-5,9,-5,0.8,10,-2
Cc1cccc(C(=O)N[C@H](C(=O)Nc2ccc3c(c2)OCO3)C(C)C)c1,4,6,0,-2,-7,1,0.7,5,-7
CCN(CC)S(=O)(=O)c1cccc(NC(=O)CN2C(=O)NC3(CCC(C)CC3)C2=O)c1 (stereo not drawn),6,-4,-7,1,19,-11,1.2,0,2
CCOC(=O)CCCCC(=O)c1[nH]c(=O)[nH]c1CSc1nc2ccccc2[nH]1,7,9,-7,3,1,2,-2.2,1,-4
O=c1c2cc(NC(=S)NCCCN3CCC(Cc4ccccc4)CC3)ccc2nc2n1CCCCC2,48,-1,17,0,-4,1,0.0,-19,1
O=C(Nc1ccc(O)c(-c2nc3ccccc3o2)c1)C1(c2ccc([N+](=O)[O-])cc2)CCCC1,4,17,7,-5,-14,-13,1.5,6,-2
Cc1ccnc(NS(=O)(=O)c2ccc(CC(C)C)cc2)c1,25,-4,4,5,25,4,0.9,9,-1
COc1ccccc1NC(=O)CCc1nc(-c2ccccc2F)no1,-3,6,-2,-2,-32,-2,0.0,8,-2
O=S(=O)(c1cccc(Br)c1)N1CCN(C(=S)NCC2CCCO2)CC1 (stereo not drawn),19,1,-4,-1,11,2,-1.6,-6,-3
O=C(NNc1cc(Cl)ccc1Cl)C1CCC1,-5,10,8,1,4,0,-0.5,4,0
COc1ccc(NC(=O)CSc2ncnc3c2cnn3CCc2ccccc2)cc1,4,11,6,2,8,-4,0.7,12,-1
Cc1ccc2c(c1)N(CCC(=O)NC1CCCCC1C)C(=O)CO2 (stereo not drawn),6,20,-16,-5,-10,-4,1.3,16,-1
C=CCn1c(SCc2cccc(C#N)c2)nnc1-c1ccccc1O,6,19,8,0,20,-5,-1.8,34,-6
CCc1cc2c(C)cc(C)cc2nc1SCC(=O)Nc1cc(C)on1,1,-18,-21,5,6,-10,1.3,-18,0
CC(C)(C)CC(C)(C)NC(=S)Nc1ccc(S(=O)(=O)N2CCOCC2)cc1,25,28,7,-2,-5,-23,0.6,16,2
CC(=O)Nc1ccc(N2C(=O)CC(Sc3nc4ccccc4s3)C2=O)cc1 (stereo not drawn),11,29,12,1,-4,-5,-1.0,15,3
CC(C)C[C@H](NC(=O)c1nc[nH]c1C(=O)NCC(=O)OC(C)(C)C)C(=O)OCc1ccccc1,9,16,14,1,5,1,-2.2,20,-4
COc1cc2c(cc1OC)C(C)N(C(=O)c1cc(C)on1)CC2 (stereo not drawn),61*,-9,1,5,15,4,0.4,20,-2
C[C@H](NC(=O)c1cc2cc(Cl)ccc2n1C)C(=O)N[C@@H](C(=O)O)c1ccccc1,7,8,-14,-4,8,6,-0.8,2,-4
CCOCCCNC(=O)c1ccc(NC(C)=O)cc1,-6,8,2,1,-2,-3,-1.0,24,1
CCN1CCN(Cc2ccc(NC(=O)c3ccc(C)c(NC(=O)c4ccno4)c3)cc2C(F)(F)F)CC1,63*,-30,-6,-1,-31,-2&7,-0.2,-7,2
O=C(C1CCN(c2nc3nonc3nc2N2CCCCC2)CC1)N1CCOCC1,3,6,-18,-1,-25,-4,-1.0,6,-1
O=C(CCc1ccccc1)NCc1ccccc1,-6,7,6,-1,-20,-3,1.1,12,-2
CCn1c(SCC(=O)N/N=C/C=C/c2ccco2)nnc1-c1ccc(OC)cc1,28,25,-11,-2,6,-4,-0.8,16,0

# 2 of these compounds, reformatted:
Structure	Mdm2 MdmX PPI	tim10-1 inh	TIM10 inh	UPR XBP1 act	APJ antag	CXCR6 inh	UPR CHOP act	tim23-1 inh	APJ agonist
O=C(CCc1ccccc1)NCc1ccccc1	-6	7	6	-1	-20	-3	1.1	12	-2
CCn1c(SCC(=O)N/N=C/C=C/c2ccco2)nnc1-c1ccc(OC)cc1	28	25	-11	-2	6	-4	-0.8	16	0

# The main list resumes with the 6 entries that preceded the break.
SMILES,Mdm2 MdmX PPI,tim10-1 inh,TIM10 inh,UPR XBP1 act,APJ antag,CXCR6 inh,UPR CHOP act,tim23-1 inh,APJ agonist
C[C@H](NC(=O)c1cc2cc(Cl)ccc2n1C)C(=O)N[C@@H](C(=O)O)c1ccccc1,7,8,-14,-4,8,6,-0.8,2,-4
CCOCCCNC(=O)c1ccc(NC(C)=O)cc1,-6,8,2,1,-2,-3,-1.0,24,1
CCN1CCN(Cc2ccc(NC(=O)c3ccc(C)c(NC(=O)c4ccno4)c3)cc2C(F)(F)F)CC1,63*,-30,-6,-1,-31,-2&7,-0.2,-7,2
O=C(C1CCN(c2nc3nonc3nc2N2CCCCC2)CC1)N1CCOCC1,3,6,-18,-1,-25,-4,-1.0,6,-1
O=C(CCc1ccccc1)NCc1ccccc1,-6,7,6,-1,-20,-3,1.1,12,-2
CCn1c(SCC(=O)N/N=C/C=C/c2ccco2)nnc1-c1ccc(OC)cc1,28,25,-11,-2,6,-4,-0.8,16,0
CN(CC(=O)Nc1ccccc1Cl)C(=O)CSc1nncn1C,25,0,-4,3,12,-5,2.4,15,0
CC1CC(C)CN(C(=O)c2cc3c(=O)n4ccccc4nc3s2)C1 (stereo not drawn),9,-3,13,6,13,13,3.9,19,-1
N#CCCN1CCn2c1nc1ccccc12,-3,10,-20,-2,3,3,-3.3,3,-2
CCOC(=O)N1CCN(C(=O)C2CCC(=O)N(CCc3ccccc3)C2)CC1 (stereo not drawn),17,-8,0,-6,7,8,-1.2,-1,-1
O=S(=O)(c1ccc(F)cc1)N1CCN(S(=O)(=O)c2cccs2)CC1,31,-2,-3,1,17,-5,-1.3,6,0
CCOC(=O)c1c(C)[nH]c(C)c1S(=O)(=O)N(C)CC(=O)Nc1cc(C)ccc1OC,8,14,9,-2,-10,1,0.4,10,-1
COc1ccc(S(=O)(=O)N2CCN(C(=O)[C@@H]3CCCN3C(=O)c3cccs3)CC2)cc1,1,-16,2,-1,14,-6,0.3,0,-3
CCOCCCNC(=O)CN1C(=O)c2ccccc2Sc2ncccc21,17,-2,-4,-1,3,-4,3.6,3,-1
O=C(c1ccco1)N1CCN(S(=O)(=O)c2ccccc2)CC1,13,4,13,0,-5,5,-1.0,5,-3
Cc1cccc(S(=O)(=O)c2c(C)cc(C)[nH]c2=O)c1,-22,8,-6,-2,4,-13,0.3,15,-1
O=S(=O)(NCCN1CCOCC1)c1ccc(Oc2ccccc2Cl)cc1,8,-1,12,9,13,5,1.7,14,2
CCCCn1c(N)c(N(C)C(=O)c2c(C)nn(-c3ccccc3)c2C)c(=O)[nH]c1=O,1,-1,8,-4,-4,0,0.5,-2,-2
CN(C)CCN(C(=O)C1=COCCO1)c1nc2ccc(Cl)cc2s1,5,66*,79*,-4,12,-7,0.8,50,-3
Cc1ccc(S(=O)(=O)N2[C@@H](c3ccc(Br)cc3)C(C(=O)O)=CC[C@H]2c2ccc(Cl)cc2)cc1,-5,17,14,-2,8,4,1.5,37,-2
CCCCn1c(-c2ccco2)n[nH]c1=S,10,15,19,-2,-1,-4,0.4,25,-3
O=C(Nc1cc(Cl)ccc1O)C1CC(c2c(F)cccc2Cl)=NO1 (stereo not drawn),11,39,24,-6,1,-3,-0.8,47,-1
COc1ccc(-c2cc(C(=O)c3c(N)n(C)c(=O)n(C)c3=O)c3ccccc3n2)cc1OC,10,12,6,3,12,-11,3.9,18,-2
COc1ccc(S(=O)(=O)N2CCOC2CNC(=O)C(=O)NCc2ccncc2)cc1 (stereo not drawn),-3,9,7,-5,-30,4,1.7,11,-4
Cc1cccc(NS(=O)(=O)c2cccc(C(=O)N3CCC3)c2)c1,-4,-54,-70,0,5,-2,-0.3,-51,-2
COC(=O)c1cnn2c1C(=O)N(Cc1cccs1)CC2,3,-1,10,1,-16,-2,0.6,27,5
COc1nc(Nc2cccc(C)c2)nc(N2CCCCC2)n1,19,30,20,2,10,-5,2.2,43,-4
C=CCSc1nnc(-c2ccccc2N=Cc2c(C)[nH]n(-c3ccccc3)c2=O)c(=O)[nH]1,32,3,5,-4,-5,6,0.1,18,-1

# Gathered by group: the entries above containing a tert-butyl group (two)
SMILES,Mdm2 MdmX PPI,tim10-1 inh,TIM10 inh,UPR XBP1 act,APJ antag,CXCR6 inh,UPR CHOP act,tim23-1 inh,APJ agonist
CC(C)(C)CC(C)(C)NC(=S)Nc1ccc(S(=O)(=O)N2CCOCC2)cc1,25,28,7,-2,-5,-23,0.6,16,2
CC(C)C[C@H](NC(=O)c1nc[nH]c1C(=O)NCC(=O)OC(C)(C)C)C(=O)OCc1ccccc1,9,16,14,1,5,1,-2.2,20,-4

# Compound activity (PubChem)

# These rows are one share of the data; the hit share may differ from the screen's.
